Pf growth 48h – P. falciparum growth inhibition at 48 hours (one generation) | P. falciparum luciferase growth in erythrocytes, 48 h | Potency, µM (titrated, usually from 28.7 µM), inactives show at the top dose activity change, negative = inhibition, hits mostly inhibitors | 310,000 compounds, 5.9% hits | AID 504832; also: potency is read from the fitted curve at half-maximal effect; % is scaled to controls: 0 for no effect and ±100 for the full control effect
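Cell-based growth assay: transgenic P. falciparum expressing firefly luciferase, cultured in red cells within RPMI 1640 containing 0.5% w/v Albumax, 24 mM bicarbonate and gentamycin. A drop in luciferase activity indicates inhibition.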
HCV inh – HCV inhibition | Huh7.5.1 HCVcc-Cre infection, luciferase reporter, 44 h | Potency, µM (titrated, usually from 41.8 µM), without a hit: top-dose activity change, negative = inhibition, hits mostly inhibitors | 340,000 compounds, 3.4% hits; also: potency is read from the fitted curve at half-maximal effect; % is scaled to controls: 0 for no effect and ±100 for the full control effect
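A cell-based infection assay in which seeded cells (1,000 per well) receive test compound after 4 h, are inoculated with HCVcc-Cre at approximately 0.5 moi, and are incubated 44 h before luminescence detection.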
Cycloheximide cs – counter-screen hit for Shiga toxin inhibitors, cycloheximide; cell reporter, cycloheximide protein synthesis inhibition counterscreen; max response, %; 300,000 compounds, 12% hits; AID 2314; in the data active = max response mostly above about 13%, no sharp cut-off; inactive = mostly below about 14%; also: read at 38.3 µM for the half of the compounds with a filed dose; 0% is about no effect
Pf growth 96h – inhibits malaria parasite growth, 96 h. P. falciparum luciferase reporter growth, 96 h. Potency, µM (series often up to 28.7 µM), for inactives: top-dose activity change, negative = inhibition, most hits filed as inhibitors. 320,000 compounds, 6.9% hits; also: potency is read from the fitted curve at half-maximal effect; % is scaled to controls: 0 for no effect and ±100 for the full control effect
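Erythrocytes infected with luciferase-expressing P. falciparum were dispensed at 2% hematocrit and 0.05% parasitemia (final), then incubated with compounds 96 hours at 37 C in 5% CO2. Luminescence after detection reagent addition reported growth.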
Shiga toxin inh – Shiga toxin inhibition. AID 2315. 290,000 compounds, 9.2% hits. inhibition, % at 38.7 µM. Vero cells, Shiga toxin protein synthesis inhibition reporter; in the data active = inhibition mostly above about 28%, no sharp cut-off; inactive = mostly below about 43%; also: 0% is about no effect
FBPA Giardia inh – Giardia lamblia aldolase inhibition | purified Giardia FBPA | 290,000 compounds, 0.71% hits | A8B2U2 | Potency, µM (titrated, usually from 59.6 µM), for the others: top-dose activity, negative = inhibition, most hits filed as inhibitors; also: potency is read from the fitted curve at half-maximal effect; % is scaled to controls: 0 for no effect and ±100 for the full control effect; nearly all actives have a fitted effect of over 55% in size
Target sequence (A8B2U2 whole entry, looked up): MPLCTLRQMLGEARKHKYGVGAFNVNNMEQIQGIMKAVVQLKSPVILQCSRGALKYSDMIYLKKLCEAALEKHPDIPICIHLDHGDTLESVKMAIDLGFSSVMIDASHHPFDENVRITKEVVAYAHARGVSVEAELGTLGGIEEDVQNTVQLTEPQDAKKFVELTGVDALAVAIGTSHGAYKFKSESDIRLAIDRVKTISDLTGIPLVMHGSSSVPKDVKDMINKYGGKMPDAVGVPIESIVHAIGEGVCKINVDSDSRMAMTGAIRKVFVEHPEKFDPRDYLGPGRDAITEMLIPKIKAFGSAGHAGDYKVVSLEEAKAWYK
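40 nM FBPA preincubated 10 min at RT with compound (up to 57.5 uM final), then substrate plus GAPDH/TPI/NAD/arsenate coupling and diaphorase/resazurin added. Fluorescence read after 20 min at RT, 525/598 nm.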
Active calls of the source: *; ? = inconclusive; / = not tested or not shown; & = joins results of further samples; [ ] = another dose, or the depositor's remark. Unless noted, calls follow the shape of the dose curve; as a rule, active = well fitted curve in the direction sought with a large enough effect; inconclusive = small, poorly fitted or top-dose-only effect, or another doubt; inactive = no such curve, though single readings can be large; an effect the other way counts as inactive or inconclusive.

SMILES	Pf growth 48h	HCV inh	Cycloheximide cs	Pf growth 96h	Shiga toxin inh	FBPA Giardia inh
O=C(c1cccc(OC2CCN(Cc3ccc(F)cc3Cl)CC2)c1)N1CCCC1	-3%	/	-4	0%	-12	/
C=CCOc1c(Br)cc(/C=C2/C(=O)ON=C2C)cc1OC	-1%	-4%	-2	7%	-8	-29%
COc1ccccc1NC(=O)C[n+]1ccccc1	23%	-1%	-6	6%	-11	-2%
Cc1ccc(C(=O)NN2C(=O)C3C4C=CC(C5CC45)C3C2=O)cc1 (stereo not drawn)	-11%	16%	2	0%	36	3%
NC(=O)CSCc1ccc(Br)cc1	20%	21%	-1	8%	-10	0%
CC(=O)c1c(C)nc2ccc([N+](=O)[O-])cc2c1-c1ccccc1	0%	?	-1	?	-18	-16%
C/C(CCc1ccc2c(c1)OCO2)=N\NC(=O)c1ccc(C)cc1C	26%	12%	39*	25%	77*	-7%
CC(=O)C1=C(O)C(=O)N(c2ccc(S(N)(=O)=O)cc2)C1c1cccc([N+](=O)[O-])c1 (stereo not drawn)	25%	0%	-2	36%[activator]	26	-1%
CC(=O)Nc1ccc(/C=N/NC(=O)c2cc3ccccc3nc2C)cc1	9%	16%	7	76%[activator]	26	1%
Cc1cc(Cl)ccc1OCC(=O)NC(=S)Nc1ccc(Cl)cn1	3%	15%	-2	?	-5	/
O=c1c(C(c2ccc(Cl)cc2)c2c(O)nc3n(c2=O)CCS3)c(O)nc2n1CCS2	26%	19%	3	-10%	-7	12%
O=C(Nc1c2c(nn1-c1cccc(Cl)c1)CS(=O)(=O)C2)C1CC1	8%	6%	-2	13%	-9	/
COc1ccccc1CC(=O)NCc1csc(-c2cccs2)n1	98%[activator]	-13%	47*	95%[activator]	68*	-7%
Cc1ccc(S(=O)(=O)/N=C(/Nc2c(C)n(C)n(-c3ccccc3)c2=O)c2ccc(Cl)cc2)cc1	3%	25%	-2	23%	-3	1%
O=C(NNC(=O)c1ccccc1Cl)c1cc2cc(OC(F)(F)F)ccc2[nH]1	2%	-2%	7	22%	4	3%
O=S(=O)(c1cccs1)N1CN(C2CCCCC2)c2nc3ccccc3nc21	12µM*	?	-3	5.2µM*	0	2%
COc1cccc(-c2nc(OC(C)C)c3ccccc3n2)c1	?	?	-3	?	-8	0%
COc1ccc(OC)c(C2C(C(=O)N(C)C)=C(C)Nc3nc4ccccc4n32)c1 (stereo not drawn)	7%	-7%	-1	?	-13	-7%
CCC(=O)N/N=C(\C)CC(=O)Nc1ccc2ccccc2c1	115%[activator]	14%	9	324%[activator]	29	-5%
COC(=O)c1ccc(CSc2ncnc3c2nnn3-c2ccc(OC)cc2)o1	0%	3%	8	9.3µM*	-2	1%
Cc1cccc(NC(=O)Nc2cccc3ccccc23)c1	28%	2%	1	34%[activator]	-15	/
COc1ccc(C(=O)/C=C/Nc2ccc(S(=O)(=O)Nc3nc(C)cc(C)n3)cc2)c(OC)c1	?	3%	1	?	44	5%
CC(=O)c1cc2c(cc1NC(=O)CN1CCC(Cc3ccccc3)CC1)OCO2	-18%	13%	-3	/	12	2%
CN(C)c1ccc(C(=S)N2CCN(C(=S)Nc3ccc(Cl)cc3)CC2)cc1	-2%	-26%	-2	194%[activator]	28	8%
Cc1ccc2[nH]c3c(=O)n(CCN4CCOCC4)cnc3c2c1	68%[activator]	11%	39*	57%[activator]	61*	2%
CN(C)CCNC(=O)CNC(=S)N(Cc1ccccc1)Cc1cccnc1	-1%	14%	-5	46%[activator]	-7	1%
CCN(c1ccccc1)c1nc(=O)c2cccnc2s1	14%	-3%	-3	?	-5	-6%
COC(=O)CCCCCCCCC(=O)Nc1nc2ccccc2s1	23%	1%	-1	28%	14	5%
CCN(CC)C(=O)CSc1nc(C)cc(C)n1	0%	10%	-3	7%	-12	4%
N#Cc1ccc(-c2ccccc2)nc1Sc1ccc(F)cc1	?	11%	2	-45%	-8	5%
COCCNC(=O)c1onc(CSc2ccncc2)c1C(=O)NCCOC	59%[activator]	15%	-5	-16%	-5	-8%
O=S1(=O)C[C@H]2NC(=S)N(c3ccccc3)[C@H]2C1	8%	10%	-4	-2%	-4	-4%
COC(=O)c1c(NS(=O)(=O)c2ccc(C)cc2)sc2c1CCC(C)C2 (stereo not drawn)	-13%	-10%	-3	-16%	-4	19%
O=[N+]([O-])c1ccc(/C=N/Nc2ccnc3cc(Cl)ccc23)o1	2.3µM*	?	27	?	169*	/
Cc1ccc(NC(=O)CN2C(=O)C3CC=C(Cl)CC3C2=O)cc1 (stereo not drawn)	36%[activator]	7%	-1	11%	6	2%
Cc1ccc(NC(=S)N2CCN(c3ccccn3)CC2)c(C)c1	18%	2%	4	?	0	0%
COc1ccc(C(=O)NCCN=C2NS(=O)(=O)c3ccccc32)cc1	20%	5%	-4	?	-4	12%
COc1cccc(CC2CC(=O)N(CCc3ccc4c(c3)OCO4)C2=O)c1 (stereo not drawn)	/	3%	-1	20%	-3	-3%
CN1CCCC(CC2c3ccccc3Sc3ccccc32)C1 (stereo not drawn)	9.3µM*	2.8µM*	/	?	/	/
Cc1ccc(NC(=O)CCNS(=O)(=O)c2ccc3[nH]c(=O)oc3c2)c(Cl)c1	-8%	-3%	1	2%	-8	?
NC(=O)COC(=O)CNC(=O)c1ccc(Cl)cc1	5%	13%	-3	107%[activator]	-12	6%
COc1cc(C(=O)NC2CC(C)(C)CC(C)(C)C2)ccc1OC1CCN(C(C)=O)CC1	?	-5%	-4	9.3µM*	-4	7%
O=C(CCOc1ccccc1)NCc1ccccc1	10%	9%	-2	/	-4	0%
Cc1[nH]nc(-c2ccc(OCc3cnn(-c4ccccc4)c3)cc2O)c1Oc1ccccc1F	?	0%	-3	-2%	2	4%
CCOC(=O)N1CCN(C(=O)C2CCN(Cc3ccc(O)c(OCC)c3)CC2)CC1	-13%	1%	12	16%	-19	?
O=C1C(=O)N(CCCn2ccnc2)C(c2ccccn2)/C1=C(/O)c1ccccc1 (stereo not drawn)	11%	/	-7	?	-9	-10%
COC(=O)N1CC(=O)N(OC)C1c1ccc(Cl)cc1Cl (stereo not drawn)	-12%	3%	-5	23%	-12	-1%
C/C(=N/OC(=O)C1CC1c1ccccc1)c1ccccc1 (stereo not drawn)	55%[activator]	1%	8	?	61	-7%
O=C(NC(NC(=S)Nc1ccccc1Cl)C(Cl)(Cl)Cl)c1cccc(Cl)c1 (stereo not drawn)	?	?	2	71%[activator]	-12	-3%
CC(C)(C)OC(=O)NNC(=O)Nc1ccccc1C(F)(F)F	-1%[5.75 µM]	-4%	14	1%	20	4%
Going on with the list:
SMILES	Pf growth 48h	HCV inh	Cycloheximide cs	Pf growth 96h	Shiga toxin inh	FBPA Giardia inh
CC(C(=O)NCC1CCCCC1)N(C)Cc1cccc(Cl)c1 (stereo not drawn)	33%[activator]	-7%	-4	-7%	25	-1%
COc1cc2c(cc1OC)CN(C(=O)c1cc3ccccc3oc1=O)CC2	-17%	-10%	-4	33%	-12	0%
O=C1COCC(=O)N1CCc1c[nH]c2ccccc12	?	10%	8	33%[activator]	22	-2%
COc1ccc(N(CC(=O)Nc2ccc3c(c2)OCCO3)S(=O)(=O)c2c(C)noc2C)cc1	?	?	11*	-8%	37	-10%
COc1ccccc1NC(=O)C(C)OC(=O)C1CC(=O)N(c2ccc3c(c2)OCCO3)C1 (stereo not drawn)	1%	12%	-1	62%[activator]	-2	/
COc1ccccc1-c1c(C)nn2c(C)c(C(C)=O)cnc12	-15%	2%	-3	97%[activator]	4	-1%
O=C(CCC(=O)c1cccs1)NNC(=O)c1ccccc1Cl	-15%	-10%	/	4%	/	/
O=C(Nc1c(Cl)cc(Cl)cc1C(=O)NCCN1CCOCC1)c1cccc([N+](=O)[O-])c1	19%[5.75 µM]	-24%	-4	?	-13	1%
O=[N+]([O-])c1c(N2CCN(CCO)CC2)nc2ccccn12	-6%	-2%	-1	2%	4	9%
CCCCn1c(N)c(N(CCC(C)C)C(=O)CSc2nnc3ccccn23)c(=O)[nH]c1=O	0%	9%	1	/	15	5%

The list goes on, overlapping the part above by two compounds.
SMILES	Pf growth 48h	HCV inh	Cycloheximide cs	Pf growth 96h	Shiga toxin inh	FBPA Giardia inh
O=[N+]([O-])c1c(N2CCN(CCO)CC2)nc2ccccn12	-6%	-2%	-1	2%	4	9%
CCCCn1c(N)c(N(CCC(C)C)C(=O)CSc2nnc3ccccn23)c(=O)[nH]c1=O	0%	9%	1	/	15	5%
CCCC(C)NC(=O)C1CC(=O)N(CCc2ccc(F)cc2)C1 (stereo not drawn)	0%	11%	2	0.93µM*	37	12%
CC(C1CC2CCC1C2)n1c(-c2ccco2)n[nH]c1=S (stereo not drawn)	?	2%	-1	28%	-3	-15%
CC12CCC(=O)N1C(C(=O)Nc1ccc(Br)cc1Cl)CS2 (stereo not drawn)	21%	?	10	-12%	14	13%
CCn1c(SCC(=O)Nc2cc(C)on2)nnc1-c1c[nH]c2ccccc12	?	-17%	6	?	-2	17%
CCC(=O)Nc1ccc(C2C(=O)c3ccccc3C2=O)cc1	39%[activator]	2.8µM*	25*	105%[activator]	35	-16%
CCCC(=O)N=C1SC2CS(=O)(=O)CC2N1c1ccc(-c2nc3ccc(C)cc3s2)cc1 (stereo not drawn)	158%[activator]	0%	44*	94%[activator]	106*	1%
CN(C)c1cccc(C(=O)N/C=C/n2cnc3cc(C(F)(F)F)ccc32)c1	-6%	-3%	-2	23%	-8	-3%
Cc1csc(NC(=O)CSc2nnc(Cc3cccn3C)n2-c2ccc(F)cc2)n1	?	5%&-3%	-3	173%[activator]	7	29%
O=C(c1ccccc1)c1ccccc1C(=O)N1CCCC1	1%	/	-3	/	3	8%
O=C(CSc1nnc(CNC(=O)c2ccco2)o1)Nc1nc2ccccc2s1	35%[activator]	2%	-1	?	27	10%
Cc1cc(C)nc(SCC(=O)Nc2nc(-c3ccccc3)c(-c3ccccc3)o2)n1	21%	?	-1	?	-1	21%
Clc1ccc(CCNc2ncnc3nc[nH]c23)cc1	-4%	10µM*	14	?	30	-17%
CCc1ccc(C(=O)COC(=O)c2nn(C)c(=O)c3ccccc23)cc1	11%	10%	8	-29%	4	7%
Cc1nc(NC(=O)c2ccc(Br)o2)sc1C	/	-16%	45*	188%[activator]	63*	-8%
COc1ccc(N2CCN(S(=O)(=O)c3ccc4c(c3)CCCC4)CC2)c([N+](=O)[O-])c1	2%	5µM*	-1	0%	18	-2%
CCS(=O)CCSC(=N)N (stereo not drawn)	/	-12%	-4	12%	-10	2%
Cc1c(Br)c(=O)oc2c(Br)c(O)ccc12	14%	-15%	11	?	41	-10%
Cc1nc2ccccc2n1CC(=O)NC1CCCC1	19%	?	-3	-9%	2	-1%
C=CCNC(=O)Nc1ccc(OCC)cc1	25%	15%	12*	/	10	0%
O=C(CN1CCOCC1)Nc1ccc(Br)cc1C(=O)c1ccccc1	-21%	2%	-1	?	8	2%

Molecules listed so far that have a nitro group on carbon, in the order listed:
SMILES	Pf growth 48h	HCV inh	Cycloheximide cs	Pf growth 96h	Shiga toxin inh	FBPA Giardia inh
CC(=O)c1c(C)nc2ccc([N+](=O)[O-])cc2c1-c1ccccc1	0%	?	-1	?	-18	-16%
CC(=O)C1=C(O)C(=O)N(c2ccc(S(N)(=O)=O)cc2)C1c1cccc([N+](=O)[O-])c1 (stereo not drawn)	25%	0%	-2	36%[activator]	26	-1%
O=[N+]([O-])c1ccc(/C=N/Nc2ccnc3cc(Cl)ccc23)o1	2.3µM*	?	27	?	169*	/
O=C(Nc1c(Cl)cc(Cl)cc1C(=O)NCCN1CCOCC1)c1cccc([N+](=O)[O-])c1	19%[5.75 µM]	-24%	-4	?	-13	1%
O=[N+]([O-])c1c(N2CCN(CCO)CC2)nc2ccccn12	-6%	-2%	-1	2%	4	9%
COc1ccc(N2CCN(S(=O)(=O)c3ccc4c(c3)CCCC4)CC2)c([N+](=O)[O-])c1	2%	5µM*	-1	0%	18	-2%

From PubChem BioAssay
